# SNCA expr inh – reduces expression of the alpha-synuclein gene; Potency, µM (series often up to 57.2 µM), inactives show at the highest dose activity change, negative = inhibition, hits mostly inhibitors; 140,000 tested, 0.17% active; HEK-293 SNCA-luciferase knock-in, luminescence, 24 h;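 further: potency means the concentration at half of the fitted maximal effect; plate controls were DMSO cells for no effect and cell-free wells for full effect; nearly all actives have a fitted effect of over 45% in size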
# FLuc inh – Photinus pyralis luciferase inhibition; P08659; purified P. pyralis luciferase, luminescence, biochemical; Potency, µM (series often up to 115 µM), inactives show at the top dose activity change, negative = inhibition, hits mostly inhibitors; 76,000 tested, 2.5% active; further: potency means the concentration at half of the fitted maximal effect; nearly all actives have a fitted effect of over 65% in size
# Target sequence (P08659 whole entry, looked up): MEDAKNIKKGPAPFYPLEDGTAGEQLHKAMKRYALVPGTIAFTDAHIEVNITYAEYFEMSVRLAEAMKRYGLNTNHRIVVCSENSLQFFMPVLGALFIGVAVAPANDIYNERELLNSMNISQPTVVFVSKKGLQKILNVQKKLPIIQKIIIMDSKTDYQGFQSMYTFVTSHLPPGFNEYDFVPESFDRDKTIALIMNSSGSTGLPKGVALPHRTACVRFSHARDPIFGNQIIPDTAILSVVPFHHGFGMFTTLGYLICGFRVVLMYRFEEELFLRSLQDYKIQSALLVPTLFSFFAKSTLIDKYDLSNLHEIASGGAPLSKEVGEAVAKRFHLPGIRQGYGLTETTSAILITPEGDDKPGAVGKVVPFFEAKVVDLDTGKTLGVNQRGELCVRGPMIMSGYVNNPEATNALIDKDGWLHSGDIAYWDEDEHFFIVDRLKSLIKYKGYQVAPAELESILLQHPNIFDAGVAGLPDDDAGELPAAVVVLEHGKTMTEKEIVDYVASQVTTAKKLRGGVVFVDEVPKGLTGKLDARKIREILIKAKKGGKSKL
#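 Purified P. pyralis luciferase (10nM final) in 50mM Tris acetate pH 7.5, 10mM Mg acetate, 0.01% Tween-20, 0.05% BSA with 10uM D-luciferin and 10uM ATP. Compounds titrated qHTS. Luminescence imaged on CCD.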
# GPT2 inhibitor – inhibitors of human GPT2 alanine aminotransferase | Q8TD30 | Recombinant GPT2, coupled pyruvate oxidase/HRP Amplex Red fluorescence | Potency, µM (top dose mostly 57.7 µM), for inactives: at the top dose activity change, negative = inhibition, actives largely listed as inhibitors | 100,000 tested, 0.25% active | AID 1671188; further: potency means the concentration at half of the fitted maximal effect; nearly all actives have a fitted effect of over 60% in size; many of its hits are not listed in these tables
#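 Recombinant GPT2 (10ng/uL) with 250uM a-KG and 2mM L-alanine, 30 min at room temperature, in HEPES pH 7.5 buffer. Pyruvate detected by pyruvate oxidase/HRP/Amplex Red fluorescence after 30 min in the dark; AOA (50uM) as positive control.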
# 3T3 cytotox – kills NIH 3T3 cells; NIH 3T3 viability, CellTiter-Glo ATP luminescence, 48-72 h; Potency, µM (top dose mostly 96.7 µM), for inactives: at the highest dose activity change, negative = cytotoxicity, most hits filed as inhibitors; 94,000 tested, 4.3% active; further: potency means the concentration at half of the fitted maximal effect; nearly all actives have a fitted effect of over 55% in size
#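 NIH 3T3 cells at 400 cells/well received 23 nL of compound by pintool and were incubated 48 or 72 h at 37 °C. Viability was read as ATP-coupled CellTiter-Glo luminescence.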
# HEK293 viab – counter-screen for SNCA expression inhibitors: cell viability. HEK-293-SNCA-luc viability, GF-AFC fluorescence, 24 h. Potency, µM (titrated, usually from 57.1 µM), without a hit: at the top dose activity change, negative = cytotoxicity, hits mostly cytotoxic. 150,000 tested, 0.12% active. AID 1671193;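 further: potency means the concentration at half of the fitted maximal effect; 0% = DMSO-treated cells and -100% = medium-only wells without cells; nearly all actives have a fitted effect of over 30% in size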
#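 HEK-293-SNCA-luc cells (1500/well) plated 24 h, then exposed 24 h to a dilution series; GF-AFC added 30 min at 37C, fluorescence 405/540 nm; normalised to medium-only and DMSO wells, Hill fit.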
# IP6K1 inh – inhibitors of human IP6K1. Q92551. IP6K1 kinase, ADP-Glo luminescence, 2 h; active compounds read low. activity change, % (series mostly up to about 58 µM). 140,000 tested, 0.81% active. AID 1645851; in the data active means activity change below about -25%
# Target sequence (Q92551 whole entry, looked up): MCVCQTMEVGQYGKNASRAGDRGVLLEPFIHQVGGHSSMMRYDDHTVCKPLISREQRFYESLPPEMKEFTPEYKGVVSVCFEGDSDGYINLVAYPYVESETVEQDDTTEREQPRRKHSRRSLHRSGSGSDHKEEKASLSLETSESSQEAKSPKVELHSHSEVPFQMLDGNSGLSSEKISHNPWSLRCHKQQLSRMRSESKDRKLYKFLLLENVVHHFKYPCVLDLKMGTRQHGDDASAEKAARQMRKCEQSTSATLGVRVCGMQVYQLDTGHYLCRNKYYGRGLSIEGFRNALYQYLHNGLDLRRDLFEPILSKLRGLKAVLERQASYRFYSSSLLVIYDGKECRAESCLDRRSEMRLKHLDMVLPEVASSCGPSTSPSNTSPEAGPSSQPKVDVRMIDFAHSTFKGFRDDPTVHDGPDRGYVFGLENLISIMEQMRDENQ
#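 ADP-Glo luminescence measures ADP made by human IP6K1 during a 2 h RT reaction with ATP/IP6 (mix at 1.3 mM/130 uM); top library doses 57.5 and 19.1 uM final.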
# HEK293 tox – cytotoxic compounds in HEK 293 cells. HEK 293 viability, ATP luminescence (CellTiter-Glo), 48-72 h. Potency, µM (top dose mostly 115 µM), without a hit: top-dose activity change, negative = cytotoxicity, hits mostly inhibitors. 94,000 tested, 6.6% active. AID 1345083; further: potency means the concentration at half of the fitted maximal effect; nearly all actives have a fitted effect of over 60% in size
#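 Read-out: CellTiter-Glo ATP luminescence. Cells: HEK 293, 250 cells/well. Exposure: 48 or 72 hr, 37 degree Celsius.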
# The depositor's hits bear a star; i = inactive; ? = inconclusive; · = no result given; [ ] = remark or other dose. Unless noted, the call rests on the fitted dose curve; in most records, active means well fitted curve in the direction sought with a large enough effect; inconclusive means small, poorly fitted or top-dose-only effect, or another doubt; inactive means no such curve, though single readings can be large; an effect the other way counts as inactive or inconclusive. Unless noted, on the % scale 0 is the no-effect control and ±100 the full control effect.
# Key to letters – A = SNCA expr inh; B = FLuc inh; C = GPT2 inhibitor; D = 3T3 cytotox; E = HEK293 viab; F = IP6K1 inh; G = HEK293 tox
> Cc1ccc(NC(=O)N2CCCCCCN(C)C(=O)CC2)cc1C
  A: 26.2%; B: -27.6%; C: 0.7%; D: -25.6%; E: ?; F: -4.9; G: -15.9%
> Cc1cc(C(=O)N2CC(F)(F)C[C@H]2c2nc(C3CC3)no2)ccn1
  A: -12.0%; B: -2.8%; C: -1.6%; D: 0.5%; E: -10.3%; F: -6.4; G: 0.6%
> Cc1ccc(CCNC(=O)Cn2c(-c3cccs3)cc3ccccc32)cc1
  A: -18.4%; B: ·; C: ·; D: ·; E: 13.6%; F: -5.9; G: ·
> COc1ccc2[nH]c(C[C@@H]3C[C@@H](C(C)C)[C@H](CNC(=O)c4cnccn4)C=C3C)nc2n1
  A: -20.7%[87.6 µM]; B: -7.3%[172 µM]; C: 2.9%[88.5 µM]; D: 100µM*; E: -29.6%[87.6 µM]; F: 4.4; G: 63.1µM*
> O=C(C1CCCN1C(=O)Nc1ccccc1)N1CCC(c2nc3ccncc3[nH]2)C1 (centres undefined)
  A: 5.4%; B: ·; C: i; D: -6.2%; E: -12.4%; F: 5.6; G: -4.5%
> CCc1noc(-c2ccn3c(CNC(=O)COc4ccc(F)cc4)nnc3c2)n1
  A: -19.3%; B: 0.0%; C: i; D: -5.1%; E: -5.0%; F: 8.5; G: i
> Cc1ccc(C)c(N2CCN(S(=O)(=O)c3cc(C(=O)Nc4ccc(Oc5ccccc5)cc4)ccc3F)CC2)c1
  A: -17.0%; B: ·; C: ·; D: ·; E: 2.7%; F: 6.6; G: ·
> Cc1nn2c(=O)cc(COc3ccc(/C=C(\C#N)C(=O)Nc4ccccc4)cc3Cl)nc2s1
  A: -6.2%; B: ·; C: ·; D: ·; E: -5.6%; F: 9.3; G: ·
> O=C1CCC2(CCCO2)CCN1Cc1c(F)cccc1F (centres undefined)
  A: 1.7%; B: 8.9%; C: i[11.5 µM]; D: -1.9%; E: -11.0%; F: 13.0; G: -5.2%
> COc1ccccc1CNS(=O)(=O)c1ccc2c(c1)NC(=O)CC(=O)N2
  A: -1.4%; B: ·; C: ·; D: ·; E: -1.6%; F: -13.1; G: ·
> CCN(c1ccccc1)c1ncnc2c1cnn2-c1ccc(C)cc1C
  A: 44.9%[activator]; B: ·; C: ·; D: ·; E: -5.1%; F: -0.3; G: ·
> CCOC(=O)CN1CCN(C(=O)CCc2cc3ccc(C)cc3[nH]c2=O)CC1
  A: -12.2%; B: 1.3%; C: i; D: -9.1%; E: 6.4%; F: 38.2; G: 9.7%
> CCc1c(C)sc2c1CCN(C(=O)Nc1ccccc1C(F)(F)F)C2c1ccccc1 (centres undefined)
  A: ?; B: ·; C: ·; D: ·; E: -1.8%; F: 4.4; G: ·
> CCNC(=O)N[C@@H]1C=C[C@@H](c2c(C)nn(CCC#N)c2C)C1
  A: 12.1%[87.6 µM]; B: -11.7%[172 µM]; C: i; D: -0.8%[174 µM]; E: -3.3%[87.6 µM]; F: 10.8; G: -9.9%[172 µM]
> COc1ccccc1CNC(=O)c1ccc(CN2CC(=O)N3CCCCC3C2=O)cc1 (centres undefined)
  A: -8.9%; B: ·; C: ·; D: ·; E: 7.6%; F: 16.4; G: ·
> Cc1cccc(Cn2c(=O)n(Cc3ccccc3)c(=O)c3sc4ccccc4c32)c1
  A: 34.5%; B: ·; C: ·; D: ·; E: ?; F: 7.8; G: ·
> O=c1c2c(CO)c(-c3ccc(F)cc3)nn2ccn1Cc1ccc(F)cc1
  A: -19.3%; B: -0.8%; C: -21.4%; D: -26.3%; E: -19.3%; F: 8.2; G: ?
> CCOc1ccccc1CN1CCC2(CC1)CN(C(C)=O)CC2COC (centres undefined)
  A: -20.5%; B: 1.7%; C: i; D: i; E: -9.1%; F: 4.8; G: -24.9%
> CCCc1cc(C(=O)N[C@H]2CCOC[C@H]2C2CCOCC2)cs1
  A: 26.3%; B: 8.2%; C: 1.6%; D: 4.5%; E: -12.3%; F: -8.5; G: -2.2%
> CCOC(=O)CCNC(=O)N1CCOc2ccc(CN3CCc4ccccc4C3)cc2C1
  A: -29.2%; B: -1.8%; C: i; D: -7.0%; E: -4.8%; F: -0.4; G: -10.3%
> Cc1cn2nc(C(=O)N3CCC(C(=O)NCc4cccnc4)CC3)cc2c(=O)[nH]1
  A: 0.2%; B: -12.9%; C: i; D: 3.9%; E: -4.3%; F: 6.2; G: 6.5%
> COc1cccc(CNC(=O)C2(C)CCCCC(=O)N2)c1OC (centres undefined)
  A: 1.1%; B: -3.9%; C: i; D: -7.9%; E: 10.2%; F: 3.3; G: 0.0%
> O=C([C@H]1C[C@H](Oc2cccnc2)CN1C(=O)NCc1ccc(F)cc1)N1CCOCC1
  A: -0.7%; B: 0.0%; C: i; D: -9.3%; E: -17.8%; F: -0.5; G: 0.2%
> CCS(=O)(=O)N1CCC2(CC1)CN(Cc1ccc(OC)cc1)C2=O
  A: -3.0%; B: -5.1%; C: i; D: 0.4%; E: -8.6%; F: 5.4; G: i
> O=[N+]([O-])c1ccc(S(=O)(=O)N2CCn3cccc3C2c2ccc(Br)cc2)cc1 (centres undefined)
  A: -2.6%; B: ·; C: ·; D: ·; E: 0.7%; F: -5.8; G: ·
> Cn1c2c(c3cc(F)ccc31)CN(C(=O)Nc1cccc(F)c1)CC2
  A: 58.0%[activator]; B: ?; C: -0.4%; D: 22.4µM*; E: -12.2%; F: -3.7; G: 44.7µM*
> COc1cc(OC)cc(C(=O)N[C@@H]2CN(C3CCOCC3)C[C@H]2CN(C)C)c1
  A: -16.2%; B: 6.1%; C: i; D: -11.5%; E: 8.6%; F: 0.7; G: -25.0%
> COc1ccc(F)cc1-c1ccc(CN2CCCCC2C(=O)NCc2cccnc2)cc1 (centres undefined)
  A: ·; B: ·; C: ·; D: ?; E: ·; F: 5.1; G: 50.1µM*
> O=C(Cn1cc(SCc2cccc(Cl)c2)c2ccccc21)N1CCCCC1
  A: 62.7%[activator]; B: ·; C: ·; D: ·; E: 0.2%; F: 3.4; G: ·
> CCC(CC)C(=O)Nc1ccc([C@@H](O)[C@H]2COCC(=O)N2Cc2ccccn2)cc1
  A: -19.6%[87.6 µM]; B: -1.4%[172 µM]; C: 0.3%[88.5 µM]; D: -16.0%[138 µM]; E: 1.7%[87.6 µM]; F: -4.7; G: 2.8%[172 µM]
> COc1cc(NC(=O)c2cc3nc(-c4ccccc4)cc(-c4ccccc4)n3n2)c(OC)cc1Cl
  A: -8.5%; B: ·; C: ·; D: ·; E: 11.9%; F: 45.7; G: ·
> O=C(c1ccncc1)N1CCN(c2ccc3nnc(-c4ccccc4)n3n2)CC1
  A: ·; B: ·; C: ·; D: -7.6%; E: ·; F: -4.0; G: -5.1%
> Cc1cc(C)cc(NC(=O)Cn2c(-c3cncs3)nc3ccccc32)c1
  A: -15.4%; B: ·; C: ·; D: ·; E: -27.8%; F: 30.3; G: ·
> COc1cc(CNC(=O)c2cccc3c2CCN3C(=O)C2CC2)cc(OC)c1
  A: 2.4%; B: -15.7%; C: i; D: -16.8%; E: 16.1%; F: 0.0; G: 44.7µM*
> COC(=O)[C@@H](Cc1cccnc1)NC(=O)[C@@H]1CN(C(=O)c2cccc(F)c2)CCN1C(=O)c1cccs1
  A: ?; B: 4.1%; C: 1.7%; D: -1.5%; E: 3.2%; F: 2.3; G: 2.3%
> CNC(=O)[C@@H]1CN(C(=O)C2CC=CCC2)C[C@H]1c1nc(COC)no1 (some centres undefined)
  A: -1.9%; B: -15.1%; C: ?; D: ?; E: -4.1%; F: -4.3; G: ?
> O=[S+]([O-])(NC1CCN(Cc2cccc(-c3ccc(F)c(F)c3)c2)CC1)c1ccccc1
  A: ·; B: ·; C: ·; D: 20µM*; E: ·; F: 12.5; G: 28.2µM*
> Cc1cccc(NC(=O)CN2C(=O)C3(SCC(=O)N3c3ccccc3)c3ccccc32)c1 (centres undefined)
  A: 0.0%; B: ·; C: ·; D: ·; E: -7.9%; F: 6.1; G: ·
> CNC(=O)C1CCC(Cn2c(=O)c3sccc3n(Cc3ccccc3)c2=O)CC1 (centres undefined)
  A: ?; B: ·; C: ·; D: ·; E: 7.3%; F: -2.9; G: ·
> COc1ccc(C(=O)Nc2ccnn2C2CCN(C(=O)CN)CC2)cc1
  A: 7.9%; B: 0.5%; C: i; D: i; E: -2.4%; F: 20.4; G: 0.3%
> CN(Cc1ccc(F)cc1)Cc1ccc(C(F)(F)F)cc1
  A: 26.3%[87.6 µM]; B: 3.1%[230 µM]; C: i; D: -8.1%[174 µM]; E: 5.9%[87.6 µM]; F: 11.4; G: i
> c1ccc(-c2cc3c(cn2)CN(Cc2c[nH]c4ccccc24)CCN3)cc1
  A: 56.2%[activator][87.6 µM]; B: ?; C: 4.2%[88.5 µM]; D: ?; E: ?; F: -7.8; G: 44.7µM*
> COc1ccc(OCC2(C)COc3ccc(C(=O)N4C[C@@H](C)O[C@@H](C)C4)cc3N2)cc1 (some centres undefined)
  A: ?; B: 3.4%[172 µM]; C: -1.3%[88.5 µM]; D: ?; E: ?; F: 0.5; G: ?
> CCN(Cc1ccncc1)C(=O)CC1CCCN(c2cnn(CCOC)c(=O)c2)C1 (centres undefined)
  A: 43.6%[activator]; B: 1.7%; C: -16.6%; D: 3.2%; E: -6.2%; F: 9.4; G: 4.8%
> CN1CCN(C(=O)C2CN(c3ccnc4ccnn34)C2)CC1
  A: 63.9%[activator]; B: ·; C: 4.4%; D: -27.0%; E: 7.1%; F: 2.0; G: -6.5%
> Cc1ccsc1C(=O)N1CCC(c2nc(-c3ccccc3)no2)C1 (centres undefined)
  A: 22.9%; B: -13.0%; C: 4.2%; D: ?; E: 6.4%; F: 1.2; G: ?

# Bioassay records from PubChem.
